Screening data (PubChem BioAssay)
SNCA viab count – GF-AFC viability counterscreen for inhibitors of alpha-synuclein gene (SNCA) expression; 150,000 tested, 0.12% active; HEK-293-SNCA-luc viability, GF-AFC fluorescence, 24 h; AID 1671193, 2021; Potency, µM (titrated, usually from 57.1 µM), for inactives: at the top dose activity change, negative = cytotoxicity, actives largely listed as cytotoxic;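 note: potency is the fitted concentration of half-maximal effect; 0% = DMSO-treated cells and -100% = medium-only wells without cells; nearly all actives have a fitted effect of over 30% in size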
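HEK-293-SNCA-luc cells (1500/well) plated 24 h, then exposed 24 h to a dilution series; GF-AFC added 30 min at 37C, fluorescence 405/540 nm; normalised to medium-only and DMSO wells, Hill fit.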
IP6K1 inhibitor – Primary qHTS assay for small molecule inhibitors of Inositol hexaphosphate kinase 1 (IP6K1) | AID 1645851, 2021 | activity change, % (series mostly up to about 58 µM) | 140,000 tested, 0.81% active | IP6K1 kinase, ADP-Glo luminescence, 2 h; active compounds read low; in the data active = activity change below about -25%
Target sequence (Q92551 whole entry, looked up): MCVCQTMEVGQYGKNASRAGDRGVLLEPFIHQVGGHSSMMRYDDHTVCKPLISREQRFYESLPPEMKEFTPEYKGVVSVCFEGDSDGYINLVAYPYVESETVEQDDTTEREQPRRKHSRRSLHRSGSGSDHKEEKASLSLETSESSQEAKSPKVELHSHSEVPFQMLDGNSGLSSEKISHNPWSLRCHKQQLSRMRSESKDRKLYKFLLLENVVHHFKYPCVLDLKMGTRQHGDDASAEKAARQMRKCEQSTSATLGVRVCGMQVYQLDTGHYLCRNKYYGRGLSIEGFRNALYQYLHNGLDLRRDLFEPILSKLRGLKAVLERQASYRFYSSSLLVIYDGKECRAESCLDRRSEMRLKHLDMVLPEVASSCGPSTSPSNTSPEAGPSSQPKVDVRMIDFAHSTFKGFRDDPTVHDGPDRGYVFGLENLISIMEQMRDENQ
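ADP-Glo luminescence measures ADP made by human IP6K1 during a 2 h RT reaction with ATP/IP6 (mix at 1.3 mM/130 uM); top library doses 57.5 and 19.1 uM final.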
GPT2 inh – Primary qHTS assay for inhibitors of Glutamate pyruvate transaminase 2 (GPT2). Potency, µM (titrated, usually from 57.7 µM), without a hit: top-dose activity change, negative = inhibition, actives largely listed as inhibitors. Recombinant GPT2, coupled pyruvate oxidase/HRP Amplex Red fluorescence. 100,000 tested, 0.25% active; note: potency is the fitted concentration of half-maximal effect; nearly all actives have a fitted effect of over 60% in size; many of its hits are not listed in these tables
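Recombinant GPT2 (10ng/uL) with 250uM a-KG and 2mM L-alanine, 30 min at room temperature, in HEPES pH 7.5 buffer. Pyruvate detected by pyruvate oxidase/HRP/Amplex Red fluorescence after 30 min in the dark; AOA (50uM) as positive control.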
SNCA expr inh – Primary qHTS assay for inhibitors of alpha-synuclein gene (SNCA) expression; Potency, µM (highest dose often 57.2 µM), without a hit: at the top dose activity change, negative = inhibition, hits mostly inhibitors; 140,000 tested, 0.17% active; HEK-293 SNCA-luciferase knock-in, luminescence, 24 h;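 note: potency is the fitted concentration of half-maximal effect; plate controls were DMSO cells for no effect and cell-free wells for full effect; nearly all actives have a fitted effect of over 45% in size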
NIH3T3 tox – Cytotoxic Profiling in NIH 3T3 Cell Line of Diverse Libraries Using Quantitative High-Throughput Screening; NIH 3T3 viability, CellTiter-Glo ATP luminescence, 48-72 h; 94,000 tested, 4.3% active; Potency, µM (top dose mostly 96.7 µM), inactives show top-dose activity change, negative = cytotoxicity, most hits filed as inhibitors; AID 1345082, 2018; note: potency is the fitted concentration of half-maximal effect; nearly all actives have a fitted effect of over 55% in size
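Cells were seeded at 400 per well, treated with pin-transferred compound, and kept 48 or 72 hr at 37 °C before CellTiter-Glo addition and luminescence imaging of cellular ATP.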
Luciferase inh – Firefly luciferase inhibition profiling of diverse chemical library using quantitative high-throughput screening | 76,000 tested, 2.5% active | purified P. pyralis luciferase, luminescence, biochemical | AID 1347043, 2019 | Potency, µM (series often up to 115 µM), for inactives: top-dose activity change, negative = inhibition, actives largely listed as inhibitors | Luciferin 4-monooxygenase (Photinus pyralis), P08659; note: potency is the fitted concentration of half-maximal effect; nearly all actives have a fitted effect of over 65% in size
Target sequence (P08659 whole entry, looked up): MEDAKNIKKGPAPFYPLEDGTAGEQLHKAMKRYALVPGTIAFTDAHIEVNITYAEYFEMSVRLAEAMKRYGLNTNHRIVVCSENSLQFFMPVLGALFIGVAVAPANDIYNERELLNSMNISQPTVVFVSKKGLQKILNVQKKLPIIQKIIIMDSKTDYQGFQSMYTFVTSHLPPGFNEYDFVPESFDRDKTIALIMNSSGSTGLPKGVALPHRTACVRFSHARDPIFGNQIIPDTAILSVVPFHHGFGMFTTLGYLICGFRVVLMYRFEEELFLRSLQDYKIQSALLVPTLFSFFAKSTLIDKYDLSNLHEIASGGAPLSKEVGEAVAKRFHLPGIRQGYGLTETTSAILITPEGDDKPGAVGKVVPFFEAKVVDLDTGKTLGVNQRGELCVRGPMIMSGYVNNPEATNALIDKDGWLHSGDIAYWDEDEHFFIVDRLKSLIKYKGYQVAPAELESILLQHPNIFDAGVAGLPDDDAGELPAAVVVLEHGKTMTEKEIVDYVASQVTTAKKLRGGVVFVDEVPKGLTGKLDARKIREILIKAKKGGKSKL
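FLuc 10nM, D-luciferin 10uM, ATP 10uM, Mg acetate 10mM, Tris acetate pH 7.5, Tween/BSA; cpd qHTS; enzyme added last; CCD luminescence.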
HEK293 tox – Cytotoxic Profiling in HEK 293 Cell Line of Diverse Libraries Using Quantitative High-Throughput Screening. HEK 293 viability, ATP luminescence (CellTiter-Glo), 48-72 h. Potency, µM (series often up to 115 µM), without a hit: top-dose activity change, negative = cytotoxicity, hits mostly inhibitors. 94,000 tested, 6.6% active. AID 1345083, 2018; note: potency is the fitted concentration of half-maximal effect; nearly all actives have a fitted effect of over 60% in size
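Cytotoxicity was scored by loss of ATP-coupled luminescence (CellTiter-Glo) in HEK 293 cells. Compound treatment ran 48 or 72 hr at 37 degree Celsius, 5% CO2, 95% humidity.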
Starred values were filed as active, the others as inactive; i = inactive; u = inconclusive; x = not tested or not shown; & = joins results of further samples; [ ] = another dose, or the depositor's remark. Unless noted, calls come from the whole dose curve; as a rule, active = well fitted curve in the direction sought with a large enough effect; inconclusive = small, poorly fitted or top-dose-only effect, or another doubt; inactive = no such curve, though single readings can be large; an effect the other way counts as inactive or inconclusive. Unless noted, % is set by controls: 0 for no effect and ±100 for the full control effect.

(1) Cc1cc(C)cc(-c2ccc(CN3C4CCC3CN(C(=O)c3ccncc3)C4)cc2)c1
(2) C/C(=C\C1CCC(C)C2CCC3(C)OC123)C(=O)O (centres undefined)
(3) Cc1ccc2oc3c(c(=O)c2c1)C(c1ccc(O)cc1)N(CCCN(C)C)C3=O (centres undefined)
(4) COc1cccc(NC(=O)N2CC[C@@H](CC(=O)O)[C@@H](CC3=NCCc4cc(OC)c(OC)cc43)C2)c1
(5) Cc1ccc(Cl)cc1N1CCN(CCCNC(=O)C2COc3ccccc3C2)CC1 (centres undefined)
(6) CCOC(=O)c1ccc(CN(Cc2ccc(F)cc2)S(=O)(=O)c2ccc(F)cc2)cc1
(7) CN1CCCN(C(=O)CCC[C@@H]2[C@H]3CCCN4CCC[C@@H](CN2Cc2cccnc2)[C@@H]34)CC1
(8) CC(C)c1nc2c(c(-c3ccc(Cl)cc3)n1)CN(C(=O)C1CC1)CC2
compound no.	1	2	3	4	5	6	7	8
SNCA viab count	-5%	16%	23%	1%	-5%	20%	-5%	-19%
IP6K1 inhibitor	2	14	-3	-3	-1	3	-7	-10
GPT2 inh	4%	i	x	-3%	x	x	-5%	-2%
SNCA expr inh	-10%	x	19%	14%	-18%	5%	15%	13%
NIH3T3 tox	u	x	x	i	x	x	i	-9%
Luciferase inh	x	x	x	-9%	x	x	10%	x
HEK293 tox	45µM*	x	x	i	x	x	3%	-6%

The final 3 entries of the part above open the next one.
(6) CCOC(=O)c1ccc(CN(Cc2ccc(F)cc2)S(=O)(=O)c2ccc(F)cc2)cc1
(7) CN1CCCN(C(=O)CCC[C@@H]2[C@H]3CCCN4CCC[C@@H](CN2Cc2cccnc2)[C@@H]34)CC1
(8) CC(C)c1nc2c(c(-c3ccc(Cl)cc3)n1)CN(C(=O)C1CC1)CC2
(9) O=C(NC1CC1)c1ccc(Cn2c(SCc3ccc(F)cc3)nc3cccnc32)cc1
(10) COc1ccc(NC(=O)Cn2c(-c3ccccc3)nc(C)cc2=O)cc1OC
(11) CCOC(=O)N1CCc2c(sc(NCc3ccc(N(C)C)cc3)c2C(=O)Nc2ccc(OC)cc2)C1
(12) CC(=O)N1CCC(Cc2ccc(C(=O)NCCCn3cccn3)cc2)CC1
(13) COc1ccc(CCNC(=O)Cn2cc(S(=O)(=O)Cc3ccccc3Cl)c3ccccc32)cc1OC
(14) COc1cncc(N2C[C@@H]3[C@H](C2)N(CCOc2ccccc2)C(=O)C(C)(C)[S+]3(=O)[O-])c1
(15) CC1CCN(C(=O)c2ccccc2OCC2CCCNC2)CC1 (centres undefined)
(16) CCc1ccc(NC(=O)Cn2cnc3nc4c(cc3c2=O)CCCC4)cc1
compound no.	6	7	8	9	10	11	12	13	14	15	16
SNCA viab count	20%	-5%	-19%	3%	-24%	-17%	2%	u	-3%	6%	10%
IP6K1 inhibitor	3	-7	-10	9	7	-14	7	0	4	-12	-15
GPT2 inh	x	-5%	-2%	x	i	x	2%	x	10µM*	i	x
SNCA expr inh	5%	15%	13%	27%	0%	-7%	1%	-18%	3%	-6%	-1%
NIH3T3 tox	x	i	-9%	x	-15%	x	-20%	x	u	2%	x
Luciferase inh	x	10%	x	x	-7%	x	1%	x	-2%	7%	x
HEK293 tox	x	3%	-6%	x	u	x	1%	x	u	-5%	x

Overlap with the part before: two compounds; new compounds follow.
(15) CC1CCN(C(=O)c2ccccc2OCC2CCCNC2)CC1 (centres undefined)
(16) CCc1ccc(NC(=O)Cn2cnc3nc4c(cc3c2=O)CCCC4)cc1
(17) O=C(c1cnccn1)N1CCCC(Cc2nc(C3CCOCC3)no2)C1 (centres undefined)
(18) COc1ccc(C(=O)N2CCCCCCN(C)C(=O)[C@@H]3CCC[C@@H]32)cc1
(19) CN1CCN(c2ncc3c(n2)CCN(Cc2ccccc2Cl)C3)CC1
(20) O=C(CSC1=Nc2ccccc2C2=NC(CCC(=O)NC3CCCCC3)C(=O)N12)Nc1cccc(Cl)c1 (centres undefined)
(21) CC(=O)N1c2c(cc(Br)cc2S(=O)(=O)NCc2ccccc2Cl)CC1C (centres undefined)
(22) COc1ccc(CNC(=O)CN(c2ccccc2)S(=O)(=O)N(C)C)cc1
(23) O=C(NCc1ccncc1)[C@@H]1C[C@@H](c2ccc(F)cc2)N(CCOc2ccccc2)C1
(24) C=C1CCC(OC(C)=O)C2(C)CC3(O)OC(=O)C(C)=C3CC12 (centres undefined)
compound no.	15	16	17	18	19	20	21	22	23	24
SNCA viab count	6%	10%	-5%	1%	-7%	-4%	7%	4%	-5%[87.6 µM]	6%
IP6K1 inhibitor	-12	-15	0	-1	-2	2	-20	44	-8	5
GPT2 inh	i	x	2%	-8%	x	x	x	x	-8%[88.5 µM]	u
SNCA expr inh	-6%	-1%	28%	-11%	-17%	16%	-24%	13%	6%[87.6 µM]	x
NIH3T3 tox	2%	x	i	i	x	x	x	x	u	x
Luciferase inh	7%	x	7%	0%	x	x	x	x	-5%[172 µM]	x
HEK293 tox	-5%	x	2%	-7%	x	x	x	x	u	x

(25) CCn1c(-c2ccccc2)nn(CC(=O)NCc2ccsc2)c1=O
(26) CC1=C[C@@H](CC#N)[C@H](C(C)C)C[C@H]1CC(=O)N(C)CCc1ccccn1
(27) COCC(=O)NC[C@H]1CCN(Cc2cc(C)nn2C)C[C@H]1N(C)C
(28) O=C(Nc1cn[nH]c1-c1nc2ccc(CN3CCOCC3)cc2[nH]1)NC1CC1
(29) CCn1nccc1C(=O)N1CCC2(CC1)CC(OCCOC)CCO2 (centres undefined)
(30) Cc1ccc(C(c2sc3nc(-c4ccco4)nn3c2O)N2CCN(c3ccc(F)cc3)CC2)cc1 (centres undefined)
(31) CCCN1Cc2cccc(C(=O)Nc3ccc(C(C)=O)cc3)c2C1=O
(32) O=C(c1ccc(C(F)(F)F)cc1)N1CCC2(CC(c3cccnc3)=NO2)C1 (centres undefined)
compound no.	25	26	27	28	29	30	31	32
SNCA viab count	-5%	-2%[87.6 µM]	10%[12.5 µM]	u	8%[12.5 µM]	-3%	17%	0%
IP6K1 inhibitor	-4	9	4	-2	8	-10	-3	-2
GPT2 inh	-5%	-13%[88.5 µM]	-3%	-4%&1%	i	x	x	i
SNCA expr inh	-9%	-17%[87.6 µM]	u	24µM*	-22%	-9%	-25%	1%
NIH3T3 tox	i	1%[174 µM]	0%	x	-4%	x	x	-18%
Luciferase inh	12%	1%[172 µM]	-2%	x	0%	x	x	x
HEK293 tox	0%	-16%[172 µM]	i	x	5%	x	x	-3%

(33) Cc1ccc(CN2C(=O)[C@@H]3C[C@@H](O)CN3C3(CN(CC(C)C)C3)C2=O)o1
(34) O=C(c1nnc(CNC2CC2)n1-c1ccccc1)N1CCC[C@@H]1C(c1ccccc1)c1ccccc1
(35) Cn1nc(C(=O)NCC23CCCC=C2NC(=O)CC3)c2ccccc21 (centres undefined)
(36) COc1ccc(CNC(=O)c2ccc3c(c2)N(Cc2cccc(Cl)c2)C(=O)c2ccccc2S3)c(OC)c1
(37) Cn1cnc(C(=O)N2CCC(N(Cc3ccccc3)C3CCOCC3)CC2)c1
(38) Cc1cc(C)cc(C(=O)NCCc2sc(-c3ccc(F)cc3)nc2C)c1
(39) O=C(C1CCCN1C(=O)c1ccc(C(F)(F)F)cc1)N1CCC(N2Cc3cccn3C2=O)CC1 (centres undefined)
(40) O=S1(=O)OC(c2ccc(O)cc2)(c2ccc(O)cc2)c2ccccc21
compound no.	33	34	35	36	37	38	39	40
SNCA viab count	1%[87.6 µM]	-21%	2%	-1%	4%	-4%	5%	53%[23.9 µM]
IP6K1 inhibitor	-2	-1	15	1	-5	-10	24	-1
GPT2 inh	0%[88.5 µM]	u	2%	x	i	x	2%	u
SNCA expr inh	50%[activator][87.6 µM]	6%	13%	9%	-7%	16%	-12%	-36%[25.6 µM]
NIH3T3 tox	-2%[174 µM]	u	-19%	x	i	x	u	x
Luciferase inh	7%[172 µM]	-9%	-5%	x	12%	x	x	x
HEK293 tox	3%[172 µM]	u	2%	x	-1%	x	u	x

(41) O=C1NCCN1C1CCN(S(=O)(=O)c2ccccc2)CC1
(42) CC(=O)N1CCC(C(=O)NCC2CCN(c3cc(-c4ccc(C)cc4)[nH]n3)CC2)CC1
(43) O=S(=O)(NCC(c1ccco1)S(=O)(=O)c1ccccc1)c1cc(F)ccc1F (centres undefined)
(44) O=C1[C@@H]2C[C@@H](O)CN2C2(CN(Cc3cccc(F)c3)C2)C(=O)N1Cc1ccccc1F
(45) CC(C(=O)N1CCn2nc(Cc3ccccc3)cc2C1)c1ccc(O)cc1 (centres undefined)
(46) Cc1ccc(N2CCN(C(=O)c3noc(-c4ccc5c(c4)OCO5)n3)CC2)c(C)c1
(47) Cc1noc(C)c1Cc1ccc(C(=O)NCC23CCCC=C2NC(=O)CC3)o1 (centres undefined)
(48) Cc1cccc(CN2CCC3(CC2)CC2C(=O)NCCN2C3)c1 (centres undefined)
(49) Cn1c([C@H]2CCN(Cc3ccc4c(c3)OCO4)C2)nc2ccccc21
compound no.	41	42	43	44	45	46	47	48	49
SNCA viab count	3%	19%	4%	-4%[87.6 µM]	-3%	4%	-2%	-1%	-12%[87.6 µM]
IP6K1 inhibitor	-9	0	-6	0	-5	-11	-1	3	-10
GPT2 inh	3%	-25%	x	4%[88.5 µM]	i[11.5 µM]	i	u	i	-24%[88.5 µM]
SNCA expr inh	-1%	60%[activator]	-6%	-3%[87.6 µM]	-17%	10%	2%	12%	29%[87.6 µM]
NIH3T3 tox	3%	-19%	x	-9%[174 µM]	u	u	-3%	-3%	u
Luciferase inh	x	-17%	x	2%[172 µM]	-1%	-7%	-5%	-10%	-3%[172 µM]
HEK293 tox	4%	-17%	x	-10%[172 µM]	u	u	2%	-14%	u

Random draw from the library. Share with any hit: about 7.7%.
